# Bioassay records: PubChem, several laboratories
# 14-3-3 Bad inh = disrupts binding of bovine 14-3-3 zeta to phospho-Bad peptide; P63103; TR-FRET 14-3-3zeta/Dy647-pBad peptide displacement, 1 h; inhibition, % at 21.7 µM; 0.71% of 220,000 active;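 active = inhibition above about 70%, limit read from the data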;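 also: 0% = full 14-3-3 plus peptide FRET controls and 100% = background without 14-3-3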
# Cl transport mod = modulators of human KCC2 chloride dependent transport; KCC2 cells, thallium flux FluoZin-2 fluorescence; B-score of Tl+ flux slope (higher = more flux/activation; lower = inhibition) at 10 µM; 2.2% of 190,000 active;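 active = thallium flux slope and its plate-corrected score both differing from the plate sample mean at a set confidence after two filtering rounds, in either direction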;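 also: slope of fluorescence scaled to starting intensity during 10 to 20 s after thallium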
# Target sequence (Q9H2X9 whole entry, looked up): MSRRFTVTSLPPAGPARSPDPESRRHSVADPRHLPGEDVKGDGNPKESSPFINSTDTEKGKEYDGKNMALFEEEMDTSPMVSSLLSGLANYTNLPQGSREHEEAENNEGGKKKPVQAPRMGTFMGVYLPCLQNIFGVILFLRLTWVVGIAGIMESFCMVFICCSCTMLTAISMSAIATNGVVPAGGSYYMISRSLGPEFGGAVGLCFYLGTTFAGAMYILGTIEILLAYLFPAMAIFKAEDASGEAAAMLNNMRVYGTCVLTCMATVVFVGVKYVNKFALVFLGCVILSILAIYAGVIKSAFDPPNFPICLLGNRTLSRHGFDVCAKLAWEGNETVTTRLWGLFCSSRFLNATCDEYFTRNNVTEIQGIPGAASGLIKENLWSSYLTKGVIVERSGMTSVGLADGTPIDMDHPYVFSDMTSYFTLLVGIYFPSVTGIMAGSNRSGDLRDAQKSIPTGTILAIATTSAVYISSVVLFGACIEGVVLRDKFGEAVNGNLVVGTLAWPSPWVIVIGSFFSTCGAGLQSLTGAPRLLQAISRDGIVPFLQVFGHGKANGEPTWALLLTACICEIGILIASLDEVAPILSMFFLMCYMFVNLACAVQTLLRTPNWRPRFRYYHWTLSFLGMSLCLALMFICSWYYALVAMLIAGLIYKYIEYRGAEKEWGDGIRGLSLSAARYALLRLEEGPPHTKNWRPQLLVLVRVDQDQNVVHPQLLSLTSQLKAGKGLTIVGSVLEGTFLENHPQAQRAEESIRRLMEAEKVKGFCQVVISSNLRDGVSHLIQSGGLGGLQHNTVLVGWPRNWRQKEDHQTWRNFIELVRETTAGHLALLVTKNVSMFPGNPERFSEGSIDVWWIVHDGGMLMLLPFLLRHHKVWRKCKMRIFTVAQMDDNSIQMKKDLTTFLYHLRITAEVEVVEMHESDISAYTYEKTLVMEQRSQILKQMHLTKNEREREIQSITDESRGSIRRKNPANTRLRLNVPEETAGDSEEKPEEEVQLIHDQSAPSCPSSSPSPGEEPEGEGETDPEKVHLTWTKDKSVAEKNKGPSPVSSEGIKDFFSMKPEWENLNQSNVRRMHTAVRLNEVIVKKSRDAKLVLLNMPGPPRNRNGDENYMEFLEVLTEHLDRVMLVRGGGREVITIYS
# Furin inhibitor = blocks human furin protease activity | AID 463115 | purified furin, fluorogenic substrate cleavage | P09958 | 0.061% of 220,000 active | inhibition, % at 30 µM; in the data active = inhibition above about 25%; also: inactives centre near -15
# Rad51 HR inh = Rad51 (human) homologous recombination inhibition | Q06609 | hRad51 DNA strand exchange, fluorescence dequenching | inhibition, % at 10 µM | 0.085% of 200,000 active;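 active = inhibition above 40% at the single screening dose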;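 also: 0% = DMSO control wells and 100% = blanks with heterologous ssDNA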
#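 System: human Rad51 nucleoprotein filaments preassembled on unlabelled ssDNA. Reagent: labelled 47-mer dsDNA for strand exchange. Schedule: 30-min compound preincubation and 15-min exchange, both room temperature. Measured by: FRET fluorescence dequenching, excitation 485 nm, emission 520 nm. Read-out: Fluorescence-based percent inhibition, control- and blank-normalised. Benchmarks: plate controls and plate blanks.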
# EBV gp42 block = inhibitors of Epstein-Barr virus glycoprotein 42 | inhibition, % (tested at 21.74 µM) | Fluorescence polarization binding assay, mP read-out | 0.42% of 220,000 active | Q1HVG2; in the data active = inhibition above about 50%
# eIF4E-4G inh = eIF4E/eIF4G interaction inhibition in translation initiation; AID 782; 0.37% of 220,000 active; TR-FRET eIF4E-eIF4GI(517-606) binding, 2 h; inhibition, % at 21.7 µM; P63073+Q04637;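 also: 0% = full FRET control wells and 100% = background wells lacking eIF4GI fragment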
# hK5 inh = kallikrein 5 (human) inhibition; Q9Y337; recombinant hK5, fluorogenic AMC substrate cleavage; inhibition, % at 5 µM; 0.59% of 210,000 active; AID 873;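 active = inhibition of 40% or more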;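 also: 0% = enzyme controls without compound and 100% = no-enzyme blanks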
# thrombin 1536 = blocks human thrombin protease activity; P00734; alpha-thrombin, Boc-VPR-AMC fluorogenic substrate cleavage; inhibition, % at 5 µM; 0.26% of 220,000 active; AID 1046;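 active = inhibition at or above 40%; inactive = inhibition below 40%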;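 also: 0% = enzyme with no compound and 100% = wells without enzyme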
#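 Material: human alpha-thrombin protein; Also added: Boc-VPR-AMC substrate, 15 µM final; Timing: enzyme reaction carried out at room temperature; Signal: fluorescence, ex 355 nm, em 460 nm; Measure: % inhibition of thrombin; Controls: enzyme without compound as high, wells lacking enzyme as low.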
# NCF1 inh = inhibitors of human p47phox binding; p47phox/p22phox peptide binding, fluorescence polarization, 2 h; 0.53% of 220,000 active; P14598; AID 1274; inhibition, % at 24.7 µM;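 also: 0% = p47phox with labelled peptide and 100% = labelled peptide alone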
# * = called active by the depositor; . = not tested or not shown; [ ] = dose if it differs, or a comment.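 The calls were made as follows, unless noted: active = inhibition above about 30% (limit read from the data); inactive = the rest.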
SMILES,14-3-3 Bad inh,Cl transport mod,Furin inhibitor,Rad51 HR inh,EBV gp42 block,eIF4E-4G inh,hK5 inh,thrombin 1536,NCF1 inh
CCS(=O)(=O)c1ccc(N=Nc2ccc(O)c3ncccc23)c(OC)c1,-15,0.02,-22,0,-22,4,-14,2,-20
CCn1c(C)c(CCC(=O)O)c(=O)n2nc(-c3ccccc3OC)cc12,18,0.99,27*[20 µM],-7,-21,-7,-11,0,-8
O=C(NNC(=O)c1sccc1-n1cccc1)c1cccc(Cl)c1,-10,12*,-25[20 µM],0,67*,-17,-13,-8,-10
Cc1nc2cc(C(=O)O)ccc2n1-c1ccc(F)cc1F,-10,-0.88,-22[20 µM],-4,2,-2,-18,-7,24
CC(/C=C/c1ccco1)=N/NC(=O)Cc1cccs1,10,1.1,-11[20 µM],-11,36,3[fluorescence artefact?],4,4,-10
CCC(CO)NC(=O)c1ccc(-c2nn(C)c(=O)c3ccccc23)cc1 (centres undefined),-5[fluorescence artefact?],0.93,-13[20 µM],-3,-18,2,-18,-5,4
CCc1ccc(NC(=O)c2sccc2-n2cccc2)cc1,-9,-0.57,-22[20 µM],2,-6,-8,-5,1,-19
COc1ccc(CSc2nncn2C)cc1F,-6,0.77,-19,20,-4,3,-4,-5,5
N/C(=N\OC(=O)Cc1ccc(Cl)cc1)c1ccncc1,-12,-0.1,-14,2,-7,2,0,-6,1
CCC1=[N+]([O-])C(C)(/C(C)=N\O)N(O)C1(C)C (centres undefined),-1,.,-24,-5,-12,2,-14,-2,-5
Cc1ccc2c(c1)C(=O)CCN2,-9,0.059,-16[20 µM],-10,3,1,-11,4,-4
CCc1cc(-c2n[nH]c(C)c2-c2nc3ccccc3s2)c(O)cc1OCC(=O)NN,-7,-0.55,-7,-4,7,-2,-5,-7,-15
CCc1ccccc1NNC(=O)c1cc(C)on1,-6,0.25,-11,9,-2,0,4,3,3
Cc1cc(Cl)cc(Br)c1OCCCNCC(C)O (centres undefined),9,-0.15,-17,-5,6,1,-2,-4,2
CC(=O)Nc1ccc(S(C)(=O)=O)c(C)c1,6,-0.18,-15,-9,-22,11,-13,-6,-6
CCOc1cc(CNCCO)cc(Br)c1OCc1ccc(Cl)cc1Cl,33[fluorescence artefact?],.,-12[20 µM],8,-3,-4,-4,0,-2
COc1cc2ncnc(NCc3ccccc3Cl)c2cc1OC,1,-1,-15,5,-5,3,-43,2,-12
C=CCNc1ccc(N2C(=O)C3CCC(C)CC3C2=O)cc1[N+](=O)[O-] (centres undefined),7,.,-9,-1,-6,0,4,-2,-2
O=C(COc1ncnc2sccc12)N1CCN(C(=O)c2ccco2)CC1,-6,0.49,-28,3,-4,7,-5,0,-18
CC(C)c1ccc(NC(=O)COC(=O)/C=C/c2cccc(Br)c2)cc1,-12,0.84,-4,-3,4,-1,-13,-21,-5
Cc1ccc(C(NC(=O)N2CCCC2)C(Cl)Cl)cc1F (centres undefined),-4,-0.79,-1,-7,-17,1,2,2,-9
COC(=O)c1cn[nH]c1NC(=S)Nc1ccccc1C,-11,0.88,-18[20 µM],6,-17,0,-12,3,-19
Cc1cc2c(NCC(C)O)ncnc2s1 (centres undefined),-4,0.029,-7[20 µM],9,-5,0[fluorescence artefact?],12,21,-2
Cc1ccc2nc(SCC(=O)Nc3cc(C)on3)[nH]c2c1,2,.,-10,-10,-19,1[fluorescence artefact?],9,-2,-12
Cc1cc(C)nc(N2CCCC(C(=O)Nc3nnc(C(C)(C)C)s3)C2)n1 (centres undefined),-7,.,-13,-61,1,2,2,-1,-2
CN(CCOc1ccc(Cl)cc1)c1ccc(S(=O)(=O)N2CCCCC2)cn1,-6[fluorescence artefact?],1.5,2,4,-28,-21[fluorescence artefact?],0,2,0
O=c1oc(-c2ccc(Br)o2)nc2ccccc12,0[fluorescence artefact?],0.1,-1[20 µM],2,1,-8[fluorescence artefact?],39,10,-8
Cc1nc2c(=O)n(C)c(=O)n(C)c2nc1Cl,1,-1.1,6,6,0,7,-15,-3,-2
O=C(N/N=C\c1cc(Br)cs1)c1ccncc1,-6,-0.16,9,7,-11,2,0,2,4
Cn1cnc2c(N/N=C/c3cccs3)ncnc21,-4,1,9,-23,-14,6,-5,5,-6

# 2 compounds drawn at random from the list so far:
SMILES,14-3-3 Bad inh,Cl transport mod,Furin inhibitor,Rad51 HR inh,EBV gp42 block,eIF4E-4G inh,hK5 inh,thrombin 1536,NCF1 inh
O=C(COc1ncnc2sccc12)N1CCN(C(=O)c2ccco2)CC1,-6,0.49,-28,3,-4,7,-5,0,-18
CCc1ccccc1NNC(=O)c1cc(C)on1,-6,0.25,-11,9,-2,0,4,3,3

# EBV gp42 block, hit marks shown above
canonical_smiles | 14-3-3 Bad inh | Cl transport mod | Furin inhibitor | EBV gp42 block | eIF4E-4G inh | hK5 inh | thrombin 1536 | NCF1 inh
O=C(NNC(=O)c1sccc1-n1cccc1)c1cccc(Cl)c1 | -10 | 12* | -25[20 µM] | 67* | -17 | -13 | -8 | -10

# Record cards, as listed above. Order of screens: 14-3-3 Bad inh | Cl transport mod | Furin inhibitor | Rad51 HR inh | EBV gp42 block | eIF4E-4G inh | hK5 inh | thrombin 1536 | NCF1 inh
# COc1cc2ncnc(NCc3ccccc3Cl)c2cc1OC as listed: 1 | -1 | -15 | 5 | -5 | 3 | -43 | 2 | -12
# Cc1cc(C)nc(N2CCCC(C(=O)Nc3nnc(C(C)(C)C)s3)C2)n1 (centres undefined) as listed: -7 | . | -13 | -61 | 1 | 2 | 2 | -1 | -2
# O=C(N/N=C\c1cc(Br)cs1)c1ccncc1 as listed: -6 | -0.16 | 9 | 7 | -11 | 2 | 0 | 2 | 4
# Cc1cc2c(NCC(C)O)ncnc2s1 (centres undefined) as listed: -4 | 0.029 | -7[20 µM] | 9 | -5 | 0[fluorescence artefact?] | 12 | 21 | -2

# Going on with the list:
SMILES,14-3-3 Bad inh,Cl transport mod,Furin inhibitor,Rad51 HR inh,EBV gp42 block,eIF4E-4G inh,hK5 inh,thrombin 1536,NCF1 inh
COc1ncnc2c1N[C@@](C)(O)c1c(F)c(F)c(F)c(F)c1S2,7,-0.56,-14,-4,-20,1,-3,3,2
CN1CCN(CCCN(Cc2ccco2)C(=S)Nc2ccc(Cl)cc2)CC1,2,-0.011,-15,-9,-5,-2,4,-2,0
CSc1ccccc1NC(=O)c1cccs1,-7[fluorescence artefact?],.,-15,0,-10,1,-10,3,-4
O=[N+]([O-])c1ccc2nc(CCCO)[nH]c2c1,2,-0.57,-6,1,-28,3,6,-3,-2
Cc1cccc(Nc2ccc(NCc3ccccc3)nn2)c1,-12,-0.78,-22,-25,2,-2,-12,0,-14
COc1ccc(-c2ccc(/C=N/N3C(=O)C4C5C=CC(C6CC56)C4C3=O)o2)c([N+](=O)[O-])c1 (centres undefined),16[fluorescence artefact?],-0.41,-4,-11,5,-3,-18,-13,-20
O=C(Cn1cc(S(=O)(=O)N2CCN(c3ccccc3F)CC2)c2ccccc2c1=O)NCCCN1CCCCCC1,17,0.11,-29,5,-4,-2,-4,12,-29
COC(=O)C(CC(C)C)NC(=O)c1ccc([N+](=O)[O-])c(C)c1 (centres undefined),5,0.84,-8[20 µM],-5,-7,1,-1,2,-9
Cc1cc(C)cc(NC(=O)Cn2c(=O)oc3cc(S(=O)(=O)N4CC(C)CC(C)C4)ccc32)c1 (centres undefined),4,.,-32,-7,6,2,26,-4,-29
Cc1c(C(=O)O)oc2c3c(ccc12)OCCO3,.,.,-33,.,-6,.,13,-5,-6
CCOc1ccc2nc(NS(=O)(=O)Cc3ccccc3)sc2c1,-4[fluorescence artefact?],1.8,-9[20 µM],-5,-5,-4[fluorescence artefact?],-16,-8,-7
O=C(COC(=O)c1ccc(Cl)cc1O)NCCN1C(=O)CSC1=O,97*,0.062,-10,17,-22,-7,-4,-9,1
CC(C)c1ccc(NNC(=O)C2CCC2)cc1,-3,-0.21,-12,11,-12,4,-2,5,-9
CCOC(=O)C(CC)/C(C)=N/NC(=O)c1ccccc1[N+](=O)[O-] (centres undefined),-16,-0.31,-19[20 µM],-13,-13,1,-10,3,-7
Cc1oc(-c2ccc(Cl)cc2)nc1CN1CCC(C(=O)N2CCc3ccccc3C2)CC1,8,0.1,-13,.,-9,-2,-5,-3,45*
COc1ccccc1NC(=O)Nc1ccnn1Cc1cccs1,-4,0.23,-33,-10,-6,1,-2,-6,6
Cc1ccc(-n2c(-c3ccccc3)c[n+]3c2CCC3)cc1,-6,0.91,-24,1,-8,-1,-4,-7,-1
Cc1ccc(C2CC(c3ccccc3Cl)n3nc(N)nc3N2)cc1 (centres undefined),-1,0.32,-2,5,10,-3,1,0,4
CCN1CCN(C(=O)c2ccc(Cn3c(=O)[nH]c4cc(OC)c(OC)cc4c3=O)cc2)CC1,1,0.75,-18[20 µM],-1,-3,-4,5,5,-4
Cc1cc(C)c(C(=O)COC(=O)c2cc([N+](=O)[O-])ccc2NCCO)cc1C,9[fluorescence artefact?],0.37,-3,2,18,2,11,-16,-10
CCn1cc(C(=O)N2CCN(Cc3ccc4c(c3)OCO4)CC2)c2cc(OC)c(OC)cc2c1=O,7,-1.9,-17[20 µM],-3,-13,2,9,0,2
Cc1cc(C(=O)N/N=C/c2c(C)nn(-c3ccccc3)c2Cl)n[nH]1,0,0.09,-15,-9,-27,3,3,4,-76
CC(=O)Nc1ccc(NC(=O)CSc2nccn2Cc2ccccc2)cc1,-12,-1.9,-15,7,0,14,57*,15,-11
Cc1cccn2c(=O)c3cc(C(N)=S)c(=N)n(CCCOC(C)C)c3nc12,-7,0.72,-66,-3,-7,-7,-12,-5,7
CC(C)[C@@H](C(=O)N1CCN(C(=O)OC(C)(C)C)CC1)n1cc(CCO)nn1,-7,0.55,-19,-6,-14,-1,2,-4,-3
O=C(NNc1nc2c(F)cc(F)cc2s1)C1=COCCO1,-7,-0.17,-10,-7,-2,-2,-19,.,0
COc1ccccc1C(=O)NC1CCN(C(=S)NCCc2ccccc2)CC1,-13,-3.1*,-1,4,-17,2,4,-5,-12
COCCN(C(=O)Nc1ccccc1)c1ccccc1C,8,-0.014,-19[20 µM],-4,-24,-4,1,-3,-4
O=C(NCCCNCc1ccccc1)c1ccncc1,-1,-0.47,-16,4,-3,-6,-9,0,0
CCc1nc(Nc2ccncc2)c2oc3ccccc3c2n1,.,2.6,-8,-2,.,.,-12,4,.
Cc1cccc(N(C)c2cc(C)nc3nc(C)nn23)c1,-1,-0.57,-27,-5,3,0,17,8,-3
Cn1cccc1Cc1nnc(SCC(=O)N2CCCCCC2)n1-c1ccc(F)cc1,5,-0.21,-24,-3,1,-2,-13,-7,-10
O=S(=O)(NC1CCCCC1Nc1ccccc1)c1ccccc1 (centres undefined),4,0.21,-27,.,-6,3,-34,-8,-12
Cc1cc(C)cc(NC(=O)CSc2nnc(CN3CCOCC3)n2C)c1,-12,0.38,-11[20 µM],6,8,1,-7,-5,1
COc1ccccc1NC(=S)NCc1ccc(S(N)(=O)=O)cc1,-3,3.1,-19,5,-28,0,-4,-5,-31
CC(C)CN1CCN(Cc2cccc3nccnc23)CC1CCO (centres undefined),-5,.,-30,.,-10,1,4,-2,-5
Cc1ccccc1NC(=O)c1ccc(Cl)c(NC(=O)c2ccncc2)c1,3,0.3,-32,.,2,-1,-6,0,-8
CCOC(=O)c1[nH]c2ccc(Br)cc2c1NC(=O)CCN1CCCC(C)C1 (centres undefined),-2,-0.00014,-8,.,-20,0,-10,2,-13

# Rows are unselected, and some 4.7% of all compounds hit somewhere here.
